Screening data: PubChem BioAssay, National Center for Advancing Translational Sciences (NCATS)
SMN2 splice enh – SMN2 splice variant enhancement; AID 1458; 210,000 tested, 2.8% active; HEK293 SMN2-luciferase splicing reporter, luminescence, 30-36 h; Potency, µM (series often up to 46.1 µM), inactives show top-dose activity change, positive = activation, actives largely listed as activators; note: % of control where 0% means no effect; nearly all actives have a fitted effect of over 55% in size
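HEK293 cells carry an SMN2 minigene-luciferase reporter in which exon 7 inclusion puts luciferase in frame. Cells were seeded at 2000 cells/well, attached for 10-12 hours, then exposed to compounds for 30-36 hours at 37C before ONE-Glo luminescence.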
TexasRed fluor – Texas Red fluorescence interference in TRb-SRC2 counter-screen | TRb/SRC2 Texas Red total fluorescence interference | Potency, µM (highest dose often 106 µM), inactives show at the top dose fluorescence change, negative = quenching | 280,000 tested, 0.29% active | AID 1479; active = well fitted curve in either direction with a large enough effect; inconclusive = small, poorly fitted or top-dose-only effect; note: % is set by controls: 0 for no effect and ±100 for the full control effect
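Human TRβ ligand-binding domain (0.6 uM) and Texas Red SRC2 peptide (20 nM) in Tris buffer with 1 uM T3 and 5% DMSO were incubated with pinned compound for 5 hr at ambient temperature. Total fluorescence was computed as S + 2P (555/632 nm).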
KDM4E inh – JMJD2E (human) inhibition | Potency, µM (series often up to 57.1 µM), inactives show at the highest dose activity change, negative = inhibition, actives largely listed as inhibitors | 230,000 tested, 1.6% active | JMJD2E catalytic domain, FDH-coupled NADH fluorescence (FDH is formaldehyde dehydrogenase) | AID 2147; active = well fitted inhibition curve with a large enough effect, not every such curve was filed as active; inconclusive = small, poorly fitted or top-dose-only effect, or another doubt; inactive = no such curve, though single readings can be large or run the other way;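 note: 0% = wells with enzyme and -100% = buffer wells without enzyme; nearly all actives have a fitted effect of over 50% in size; many of its hits are not listed in these tables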
Lamin A splicing – changes lamin A minigene splicing in HeLa cells; HeLa LMNA splicing GFP/RFP minigene ratio, 48 h; Potency, µM (highest dose often 46.1 µM), inactives show at the top dose ratio change, negative = inhibition, most hits filed as inhibitors; 200,000 tested, 0.01% active; AID 1487; active = well fitted inhibition curve with a large enough effect in the signal ratio, with a control signal flat, not every such curve was filed as active; inconclusive = small, poorly fitted or top-dose-only effect, or effect the other way, or a change in a side signal; the % refers to the signal ratio; note: % is set by controls: 0 for no effect and ±100 for the full control effect
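Read-out is the ratio of GFP to DsRed2 object intensity, acquired by 488 nm laser-scanning cytometry on HeLa lamin A-EGFP minigene reporter cells. Compound incubation 48 hrs at 37 °C in Opti-MEM with 2% FBS; DMSO 0.5% final.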
GoLoco inh red – inhibitors of human Gai1-RGS12 GoLoco interaction (red fluorophore). AID 880. 230,000 tested, 0.44% active. Gai1:RGS12 GoLoco peptide FP, rhodamine, 10 min. Potency, µM (top dose mostly 61.6 µM), for inactives: at the top dose activity, negative = inhibition, most hits filed as inhibitors; active = well fitted inhibition curve with a large enough effect, not every such curve was filed as active; inactive = no such curve, though single readings can be large or run the other way; note: % is set by controls: 0 for no effect and ±100 for the full control effect; nearly all actives have a fitted effect of over 30% in size; many of its hits are not listed in these tables
Target sequence (P63096 whole entry, looked up): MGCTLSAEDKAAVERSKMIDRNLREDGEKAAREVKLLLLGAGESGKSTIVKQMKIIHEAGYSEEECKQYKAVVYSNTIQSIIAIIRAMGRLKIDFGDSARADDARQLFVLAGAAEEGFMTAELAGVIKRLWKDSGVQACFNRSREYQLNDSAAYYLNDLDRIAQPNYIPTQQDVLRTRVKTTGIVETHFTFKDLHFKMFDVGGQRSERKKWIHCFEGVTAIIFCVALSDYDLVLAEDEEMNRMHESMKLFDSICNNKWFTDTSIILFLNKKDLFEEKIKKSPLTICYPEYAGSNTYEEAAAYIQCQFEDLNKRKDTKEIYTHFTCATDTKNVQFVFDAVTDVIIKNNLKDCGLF
TRb SRC2 PPI – inhibitors of human thyroid hormone receptor beta-SRC2 interaction; TRbeta-SRC2 peptide binding, fluorescence polarization; receptor liganded with 1 µM T3; Potency, µM (titrated, usually from 106 µM), for the others: top-dose activity change, negative = inhibition, actives largely listed as inhibitors; 280,000 tested, 0.065% active; AID 1469;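 note: plate controls were bound peptide for no effect and peptide without receptor for full effect; nearly all actives have a fitted effect of over 50% in size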
Target sequence (P10828 whole entry, looked up): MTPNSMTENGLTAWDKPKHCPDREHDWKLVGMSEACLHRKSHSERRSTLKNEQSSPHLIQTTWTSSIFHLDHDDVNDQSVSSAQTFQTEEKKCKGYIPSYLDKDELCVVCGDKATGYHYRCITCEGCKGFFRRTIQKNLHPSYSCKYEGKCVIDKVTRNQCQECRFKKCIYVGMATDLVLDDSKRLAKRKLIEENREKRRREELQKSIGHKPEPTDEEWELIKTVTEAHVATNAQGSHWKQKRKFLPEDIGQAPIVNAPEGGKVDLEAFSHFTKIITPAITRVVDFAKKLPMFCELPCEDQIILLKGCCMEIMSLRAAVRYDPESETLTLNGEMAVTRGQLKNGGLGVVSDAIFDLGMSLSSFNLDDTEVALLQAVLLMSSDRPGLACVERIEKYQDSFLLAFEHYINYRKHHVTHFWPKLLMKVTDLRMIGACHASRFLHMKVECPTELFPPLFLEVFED
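Decrease in fluorescence polarization of 20 nM Texas Red SRC2 coactivator peptide flagged inhibition of its binding to 0.6 uM TRb LBD; 1 uM T3 included, incubation 5 hr, ex 555/em 632 nm.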
ALDH1A1 inh – inhibitors of human aldehyde dehydrogenase 1A1 | Purified ALDH1A1, NADH fluorescence, propionaldehyde substrate | Potency, µM (series often up to 75.3 µM), for the others: top-dose activity, negative = inhibition, most hits filed as inhibitors | 220,000 tested, 7.3% active; active = well fitted inhibition curve with a large enough effect, not every such curve was filed as active; inconclusive = small, poorly fitted or top-dose-only effect, or another doubt; inactive = no such curve, though single readings can be large or run the other way;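 note: plate controls were no enzyme wells and a reference inhibitor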
RECQ1 inh – inhibitors of human RECQ1 DNA helicase | RECQ1 DNA unwinding, red fluorescence kinetic read | 240,000 tested, 0.54% active | Potency, µM (top dose mostly 57.3 µM), for inactives: at the highest dose activity, negative = inhibition, hits mostly inhibitors | P46063;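 note: plate controls were vehicle for no effect and no enzyme for full effect; nearly all actives have a fitted effect of over 30% in size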
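50 nM RECQ1T1 preincubated 15 min with compound in Tris pH 8.0 buffer with MgCl2, DTT, Tween-20 and 2.5 ug/ml poly(dI-dC); started with 200 nM TAMRA/BHQ-2 forked duplex and 2 mM ATP. Unwinding read as fluorescence (525/598 nm), two reads 2 h apart.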
The depositor's hits bear a star; i = inactive; ? = inconclusive; . = not tested or not shown; & = joins results of further samples; [ ] = dose if it differs, or a comment. Unless noted, calls come from the whole dose curve; as a rule, active = well fitted curve in the direction sought with a large enough effect; inconclusive = small, poorly fitted or top-dose-only effect, or another doubt; inactive = no such curve, though single readings can be large; an effect the other way counts as inactive or inconclusive. Potency is the fitted concentration of half-maximal effect. The list is partial; the hit share may differ from the screen's.

1: COCCOC(=O)c1c(C)oc2ccc(NS(=O)(=O)c3ccc(C(=O)O)cc3)cc12
2: CCC1(CC)C(=O)NC(=O)NC1=NCCc1ccc(O)cc1
3: c1ccc(C2[C@H]3CN(Cc4cccnc4)[C@H](c4ccccc4)C34CC2(c2ccccc2)C4)cc1 (stereo not given in full)
4: CC(=O)NN1C(=O)/C(=C\c2ccc(C)cc2)SC1=S
5: CCOC(=O)/C(C#N)=C1/SC(CCO)C(=O)N1c1ccccc1 (stereo not given)
6: COc1cc(NC(=O)C2CCCCN2)ccc1OCC(C)C (stereo not given)

compound no.	1	2	3	4	5	6
SMN2 splice enh	3%	28%	-30%	-18%	-14%	-13%
TexasRed fluor	-2%	0%	-4%&-2%	-5%	-1%	-2%
KDM4E inh	2%	-1%	-11%&-21%	-4%	-18%	10%
Lamin A splicing	4%	-3%	.	-2%	11%	8%
GoLoco inh red	2%	23%	39%&9%[activator]	-1%	14%	5%
TRb SRC2 PPI	-8%	2%	-2%&-3%	3%	-4%	3%
ALDH1A1 inh	3%	?	?	1%	-7%	-3%
RECQ1 inh	-2%	2%	-6%&-8%	0%	17%	-2%

Of the compounds above, 3 contain sulfur:
1: COCCOC(=O)c1c(C)oc2ccc(NS(=O)(=O)c3ccc(C(=O)O)cc3)cc12
4: CC(=O)NN1C(=O)/C(=C\c2ccc(C)cc2)SC1=S
5: CCOC(=O)/C(C#N)=C1/SC(CCO)C(=O)N1c1ccccc1 (stereo not given)

compound no.	1	4	5
SMN2 splice enh	3%	-18%	-14%
TexasRed fluor	-2%	-5%	-1%
KDM4E inh	2%	-4%	-18%
Lamin A splicing	4%	-2%	11%
GoLoco inh red	2%	-1%	14%
TRb SRC2 PPI	-8%	3%	-4%
ALDH1A1 inh	3%	1%	-7%
RECQ1 inh	-2%	0%	17%

Additional compounds follow.
7: Cc1ccc(-c2nnn(CC(=O)N3CCN(c4ccccc4)CC3)n2)o1
8: O=C(CSc1nnnn1-c1ccccc1)NC(=O)Nc1ccc2c(c1)OCCO2
9: CCCCC1=CC2=CC(=O)C(C)(OC(=O)c3cccs3)C(=O)C2=CO1 (stereo not given)
10: Cc1ccc(Oc2ccccc2/C=C2\SC(=O)N(C)C2=O)cc1
11: O=C(Nc1ccc(O)cc1)c1ccc(C(=O)c2ccccc2)o1
12: CC1(C)Cc2c(sc3c2c(=N)n(Cc2ccco2)c(=O)n3Cc2ccc(Cl)cc2)CO1

compound no.	7	8	9	10	11	12
SMN2 splice enh	6%	?	1%	-27%	7%	-11%
TexasRed fluor	1%	2%	4%	-1%	-7%	0%
KDM4E inh	10%	7%	-7%	?	?	-1%
Lamin A splicing	1%	6%	.	17%	?	2%
GoLoco inh red	6%	0%	23%	-3%	10%	4%
TRb SRC2 PPI	6%	0%	3%	5%	2%	1%
ALDH1A1 inh	14%	?	-10%	-1%	?	?
RECQ1 inh	i	-11%	-18%	-10%	-1%	i

13: COc1ccc(/C=C/c2cc(OC)c(OC)cc2CC[N+](C)(C)C)cc1
14: O=C(COC(=O)Cc1ccc(S(=O)(=O)N2CCOCC2)s1)NCCc1ccccc1
15: Cc1ccc(NC(=S)NCc2ccccc2Cl)c(C)c1
16: CSCCC(Nc1ccc(S(=O)(=O)N2CCOCC2)cc1[N+](=O)[O-])C(=O)OCC(=O)N(C(C)C)C(C)C (stereo not given)
17: CC(/C=C/c1ccc(N(C)C)cc1)=N\N=C1\NC(=O)CC(C(=O)Nc2ccccc2)S1 (stereo not given)
18: N#CCCN(Cc1ccccc1)C(=O)Nc1ccccc1

compound no.	13	14	15	16	17	18
SMN2 splice enh	0%	-28%	12%	-10%	16µM*	.
TexasRed fluor	-2%	-4%	0%	0%	1%	0%
KDM4E inh	?	-7%	-16%	2%	-1%	3%
Lamin A splicing	.	-2%	?	-3%	?	.
GoLoco inh red	2%	56%[activator]	3%	15%	48%[activator]	3%
TRb SRC2 PPI	5%	3%	1%	-2%	-8%	-10%
ALDH1A1 inh	-8%	?	-6%	-4%	?	.
RECQ1 inh	i	?	i	-18%	-8%	-9%

19: COC(=O)Cn1c(C(=O)N(C)C)cc2c1C[C@H]1CN(C(=O)c3ccccc3)[C@@](Cc3ccc(F)cc3)(C(=O)OC)[C@@H]21
20: CCCCC(=O)Nc1cc(-c2nc3ncccc3o2)ccc1C
21: CCOc1ccc(NC(=NCc2ccc3c(c2)OCO3)SC2CC(=O)N(c3ccc(OCC)cc3)C2=O)cc1 (stereo not given)
22: Cc1ccc(S(=O)(=O)CC(=O)N2CCCC2)cc1
23: O=C(/C=C/c1ccccc1)NNC(=O)c1cccc(Cl)c1

compound no.	19	20	21	22	23
SMN2 splice enh	2%	2%	22µM*	30%	12%
TexasRed fluor	-1%	1%	-1%	-4%	4%
KDM4E inh	-24%	?	?	-3%	6%
Lamin A splicing	.	7%[46 µM]	5%	-2%	-3%[0.0737 µM]
GoLoco inh red	4%	-4%	1%	7%	3%
TRb SRC2 PPI	-4%	-5%	6%	-4%	-1%
ALDH1A1 inh	-5%	?	-7%	2%	7%
RECQ1 inh	-4%	i	1%	-2%	18%

Looked up by structure from the entries so far, 2 records:
20: CCCCC(=O)Nc1cc(-c2nc3ncccc3o2)ccc1C
21: CCOc1ccc(NC(=NCc2ccc3c(c2)OCO3)SC2CC(=O)N(c3ccc(OCC)cc3)C2=O)cc1 (stereo not given)

compound no.	20	21
SMN2 splice enh	2%	22µM*
TexasRed fluor	1%	-1%
KDM4E inh	?	?
Lamin A splicing	7%[46 µM]	5%
GoLoco inh red	-4%	1%
TRb SRC2 PPI	-5%	6%
ALDH1A1 inh	?	-7%
RECQ1 inh	i	1%

Taken from above:
#23 @ KDM4E inh: 6%
#21 @ RECQ1 inh: 1%
#20 @ TRb SRC2 PPI: -5%
